Screens deposited in PubChem BioAssay by Sanford-Burnham Center for Chemical Genomics.
NALP3 yeast inh – NALP3 inhibition in yeast. Yeast reconstituted NLRP3/ASC/caspase-1, beta-gal luminescence, 24 h. inhibition, % at 10 µM. actives 0.39% (n = 330,000);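 active = inhibition of 50% or more; inactive = inhibition below 50%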;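 note: plate controls were induced DMSO wells for no effect and uninduced yeast grown without galactose for full effect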
tim23-1 inh – inhibits growth of tim23-1 mutant yeast | S. cerevisiae tim23-1 growth, BacTiter-Glo luminescence, 24 h | inhibition, % at 20 µM | actives 1.3% (n = 330,000);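 active = growth inhibition of the mutant yeast at or above 50%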;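 note: temperature-sensitive mutant grown at 25 °C; plate controls were DMSO-treated mutant yeast for no effect and medium wells lacking yeast for full effect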
beta cell repl – induces beta-cell replication in MIN6 cells | MIN6 cells proliferation, ATPlite luminescence, 48 h; cells starved in 0.2% serum; 100% = growth in 10% serum | proliferation, % at 10 µM | actives 0.29% (n = 330,000) | AID 2380;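 active = compounds whose signal lies at least 3.5 SD above the mean of all wells on their plate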;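 note: 0% = DMSO-treated cells in low-serum medium and 100% = 10% serum control; some compounds called inactive have numbers as strong as hits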
APJ ag – agonists of human APJ apelin receptor. CHO-K1 APJ PathHunter beta-arrestin, luminescence; 0% DMSO wells, 100% apelin. activation, % at 20 µM. actives 0.11% (n = 330,000). AID 2520;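 active = activation more than six SD over the plate average, tested at 20 µM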;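 note: 0% = DMSO alone and 100% = apelin-13 at 10 nM; some results filed as inactive read as strong as hits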
Target sequence (P35414 whole entry, looked up): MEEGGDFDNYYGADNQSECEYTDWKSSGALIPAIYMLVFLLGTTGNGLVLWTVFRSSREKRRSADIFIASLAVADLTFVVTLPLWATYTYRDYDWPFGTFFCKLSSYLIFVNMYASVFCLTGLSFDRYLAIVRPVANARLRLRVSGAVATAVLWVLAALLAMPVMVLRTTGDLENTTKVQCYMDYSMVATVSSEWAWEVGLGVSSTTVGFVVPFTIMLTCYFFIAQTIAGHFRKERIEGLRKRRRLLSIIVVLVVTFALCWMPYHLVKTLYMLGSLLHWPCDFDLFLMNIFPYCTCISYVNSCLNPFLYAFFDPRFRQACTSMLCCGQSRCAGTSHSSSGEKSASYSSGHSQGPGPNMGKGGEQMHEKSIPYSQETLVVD
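Assay system – PathHunter CHO-K1 APJ (AGTRL-1) beta-arrestin reporter cells · Compound – one dose, 20 µM compound, 1% DMSO · Timing – compound 90 min 25 °C, reagent 1 h · Measured by – luminescence from split beta-galactosidase complementation, Galacton Star/Emerald II substrate · Measure – beta-arrestin recruitment to APJ as agonist activity, luminescent signal · Benchmarks – DMSO vs Apelin-13 10 nM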
TIM10 inh – growth inhibitors of TIM10 yeast strain | inhibition, % at 10 µM | S. cerevisiae TIM10 strain growth, BacTiter-Glo luminescence, 24 h | actives 1.4% (n = 330,000);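 active = inhibition of 40% or more at the single tested concentration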;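 note: wild-type TIM10 isogenic control strain grown at permissive 25 °C; 0% = DMSO yeast wells and 100% = minimal medium wells without yeast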
tim10-1 inh – tim10-1 yeast growth inhibition. AID 463190. S. cerevisiae tim10-1 ts strain growth, BacTiter-Glo, 24 h. inhibition, % at 20 µM. actives 2.2% (n = 330,000);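 active = inhibition of at least 40%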;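 note: mutant grown at 25 °C; 0% = DMSO wells with yeast and 100% = wells holding no yeast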
APJ antag – blocks the human apelin receptor APJ. actives 0.32% (n = 330,000). CHO-K1 APJ beta-arrestin complementation, luminescence. inhibition, % at 20 µM;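 active = inhibition above about 40% at 20 µM, limit read from the data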;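 note: cells challenged with 10 nM apelin-13 agonist together with compound; plate controls were apelin-13 plus DMSO wells for no effect and DMSO wells lacking apelin-13 for full effect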
MPTP inh – blocks calcium-induced mitochondrial swelling | isolated mouse mitochondria, Ca2+ swelling absorbance, 30 min | actives 1.4% (n = 360,000) | inhibition, % at 10 µM;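 active = inhibition of 50% or more, scaled per plate between neutral and stimulator controls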;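 note: 0% = DMSO wells given calcium and 100% = 1 mM EGTA wells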
NR3A LBD binder – modulators (binders) of human NR3A ligand-binding domain | NR3A LBD differential scanning fluorimetry, Tm shift; 0% = protein alone, 100% = glycine-bound protein | Tm shift relative to glycine control, % at 25 µM | actives 2.5% (n = 340,000);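 active = melting temperature shift of at least 10% of the positive control shift, at one fixed dose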
* hit, by the source's call; . = no result given.

Second line of a record – NALP3 yeast inh, tim23-1 inh, beta cell repl, APJ ag, TIM10 inh, tim10-1 inh, APJ antag, MPTP inh, NR3A LBD binder
1: O=S(=O)([O-])C(c1ccccc1)[n+]1ccccc1 (stereo unspecified)
    -8, 14, -4, -2, -1, 4, 8, 0.5, 21*
2: CCn1c(=O)cc(SCC(=O)NCc2ccccn2)c2ccccc21
    9, 25, 0, 0, 5, 11, 25, -0.2, -3
3: CCN(CCO)Cc1csc2c(Br)cccc12
    8, 3, 0, 1, 8, 2, 10, 0.4, 1
4: CCCOc1ccc(N2C(=O)CC(N(C(=O)c3ccco3)c3ccc(OCCC)cc3)C2=O)cc1 (stereo unspecified)
    17, -19, -2, 5, -9, -13, -3, -0.7, -1
5: Cc1nn(-c2ccccc2)c(C)c1/C=N/n1c(-c2ccc(Cl)cc2)n[nH]c1=S
    6, 10, -6, -4, 16, 14, 16, 1.6, -1
6: COc1ccc(OC)c(-c2cc(C(=O)N3CCN(c4ccccc4)CC3)no2)c1
    21, 26, -3, -2, 15, 33, -4, -0.3, 0
7: CSc1ccccc1C(=O)N1CCCC(CNC(=O)c2ccc(F)cc2)C1 (stereo unspecified)
    1, 2, 1, 0, 7, -6, 14, 0.1, -2
8: Cc1cccc(NC(=O)CSCC(=O)NCc2cccc(C(F)(F)F)c2)c1
    9, 17, -4, 13, 9, 23, 6, 0.1, 0
9: Cc1csc(SCC(=O)O)n1
    1, 7, -1, 3, 8, 1, 11, -3.5, -5
10: N#Cc1c(N)nc(-c2ccccc2)nc1-c1ccccc1
    6, 0, 0, -2, -5, -6, 5, 1.0, 10*
11: Oc1ccc2ccccc2c1N=Nc1ccccn1
    44, 52*, -4, -13, 25, 52*, 75*, 2.9, 4
12: CCOC(=O)c1nccnc1C(=O)Nc1cccc(C(F)(F)F)c1
    -1, 6, -2, -1, -6, 19, 0, -0.8, 6
13: Cc1cc(C)cc(NC(=S)N2CCN(Cc3ccccc3)CC2)c1
    16, -6, 1, -1, 16, 12, -3, 1.2, -1
14: COc1ccc(NS(=O)(=O)c2cccc(C(=O)NCc3ccccc3CN3CCCC3)c2)cc1
    16, 3, -5, -2, 10, -2, 16, 1.5, 0
15: O=c1ccn([C@@H]2O[C@H](COS(=O)(=O)O)[C@@H](O)[C@H]2O)c(=O)[nH]1
    -4, -9, 2, -4, -4, 2, -3, -0.4, -2
16: Cc1cc(NC(=O)CSc2nnnn2Cc2ccccc2)no1
    8, -4, 0, -6, -10, 6, -5, -6.0, -1
17: CCN(CC)C(=O)N1CCN(S(=O)(=O)c2ccccc2)CC1
    13, -3, 1, -2, 4, -3, 31, 1.0, -1
18: CC(C)C[C@@H]1CN=C(N)N1C[C@@H]1CCCN1C[C@@H](C(C)C)N1C[C@@H](Cc2ccccc2)N(CCc2ccc(Cl)c(Cl)c2)C1=N
    -3, -9, 0, -5, 6, -18, 17, -0.7, -3
19: CCCSc1nc(N2CCCC2)c2c(c1C#N)CC(C)(C)OC2
    -1, 1, -5, -1, 15, 15, 3, 11, 3
20: C/C(=N\Nc1ccccn1)c1ccc(S(=O)(=O)NCc2ccco2)cc1
    -6, 33, 0, -1, 15, 14, 3, -2.1, -1
21: O=C(CSc1nnc(-c2c[nH]c3ccccc23)o1)N1c2ccccc2CCc2ccccc21
    9, 28, -3, 2, 21, 4, -5, 6.2, 5
22: CCS(=O)(=O)C1=NSC2=NC(=O)/C(=C\c3ccc(OC(=O)c4ccco4)cc3)C(=N)N21
    4, 1, -2, -3, 7, 12, 3, -0.9, -3
23: COc1cc(C(=O)Nc2ccc(S(=O)(=O)Nc3onc(C)c3C)cc2)cc(OC)c1OC
    17, 12, -3, -2, -2, 0, 16, 1.4, 7
24: CCOc1ccc(-c2[nH]nc3c2C(c2ccc4c(c2)OCO4)C(C#N)=C(N)O3)cc1OC (stereo unspecified)
    19, -13, 0, 0, 12, 2, 5, -2.2, -10
25: O=C(NC(=O)C(F)(F)F)Nc1ccc(S(=O)(=O)Nc2nccs2)cc1
    21, 9, -3, -2, -1, 6, 8, 0.8, 2
26: Cc1cc(C)nc(NC(=O)CSc2nc3cc(Cl)ccc3s2)n1
    17, 16, -2, -1, 11, 18, 1, 0.2, -3
27: COc1ccc(-n2nc3c(N4CCC(C(=O)NCc5ccccc5C)CC4)nnc(C)c3c2C)cc1
    21, 16, -8, -1, 13, 12, 13, -2.2, -1
28: O=CNNC(=O)c1cccc([N+](=O)[O-])c1
    3, -4, -1, -3, -3, 5, 14, 0.6, -1
29: CC(=O)Nc1ccc(-c2nnn(CC(=O)c3ccccc3)n2)cc1Cl
    -3, 20, 1, 7, 47*, -3, -9, -0.2, 2
30: COc1cccc(-n2c(SCC(=O)N3CCOCC3)nnc2-c2c[nH]c3ccccc23)c1
    16, -8, 1, -6, -4, -2, 11, -0.7, -5
31: CN(C(=O)c1ccc(NC(=O)Cc2cccc([N+](=O)[O-])c2)cc1)C1CCCC1
    13, -6, -2, -2, -6, 3, 12, 1.3, -2
32: CN(C)c1ccc(NC(=O)Cn2cc3c(n2)CCCC3)cc1
    29, -6, -7, 0, 0, -9, -61, 0.5, 0
33: Cc1csc(NC(=O)CSc2nc3[nH]ncc3c(=O)[nH]2)n1
    2, 2, -3, -3, -8, -5, -3, -0.2, 2
34: COCCn1cnc2c1c(=O)n(Cc1ccc(Br)cc1)c(=O)n2Cc1ccccc1
    13, 15, 0, -2, 12, 5, 11, 0.6, -4
35: O=C(NNC(=O)c1cc2cc(OC(F)(F)F)ccc2[nH]1)c1ccc(Cl)cc1
    18, 2, -2, 3, 15, -8, 21, 2.2, 14*
36: Cc1ccc(-n2nc3c(N4CCC(C(=O)NCc5cccc(F)c5)CC4)nnc(C)c3c2C)cc1
    13, 0, -5, -3, 11, 10, 6, -2.4, 0
37: CCC(C)(C)NC(=O)C(c1ccccn1)N(C(=O)c1csnn1)c1ccccc1 (stereo unspecified)
    9, 5, -1, -2, -2, -1, 15, -1.0, 5
38: O=C(CCCN1C(=O)S/C(=C/C=C/c2ccccc2)C1=O)Nc1ccc(C(=O)O)cc1
    10, 3, -4, -2, 14, 7, -4, -1.7, 2
39: Fc1ccc(OCc2nc(-c3ccc(Br)o3)no2)c(F)c1
    4, 12, 2, -2, 3, 8, 5, 1.1, 2
40: Cc1ccccc1N(C(=O)Cc1ccsc1)C(C(=O)NC1CCCCC1)c1ccc(F)cc1 (stereo unspecified)
    16, -1, 0, -1, -2, 3, 6, 1.3, 0
41: S=C(Cc1ccc(-c2ccccc2)cc1)N1CCOCC1
    -22, 16, -4, -3, 4, 20, 17, 1.0, 1
42: Cc1ccccc1CNC(=O)Cn1ccc2cc(S(=O)(=O)N3CCCCCC3)ccc21
    15, 10, -2, 3, -2, 12, -9, 1.1, -6
43: Cc1cccc(NC(=O)c2snc3c(=O)[nH]cnc23)c1
    7, 17, 0, 1, 14, 10, 29, ., .
44: COc1ccccc1N1CCN(C2CCN(C(=O)c3cc(OC)c(OC)c(OC)c3)CC2)CC1
    3, 1, -2, -6, 6, 11, 12, 1.3, 0
45: COc1ccc(S(=O)(=O)NNC(=O)c2cc3cc4ccccc4nc3s2)cc1
    -2, 4, -3, 3, -7, 0, -1, 1.3, 29*
46: O=C(C[n+]1ccc(Cc2ccccc2)cc1)Nc1ccc([N+](=O)[O-])cc1Cl
    8, -12, 1, 1, -20, -7, -13, 1.2, -6
47: CCC(=O)N1CCc2cc(S(=O)(=O)NC(C(=O)NCc3ccc(F)cc3)C(C)C)ccc21 (stereo unspecified)
    17, 0, -1, 0, 4, 11, 8, -0.4, -4
48: Nc1ccc(NC(=O)NC2CCCCC2)cc1
    18, 12, -3, 0, 11, -5, 16, -2.6, -1
49: Cc1cccc(OCC(=O)Nc2c3c(nn2C(C)(C)C)CS(=O)(=O)C3)c1
    12, 17, 4, 1, 11, 17, -13, -0.8, -1
50: N#Cc1nc(COc2ccccc2)oc1N1CCOCC1
    8, -5, -1, -2, -27, 17, 3, 0.1, -1
51: O=C(O)c1ccc2cc[nH]c2c1
    18, 0, -2, -2, -5, 0, 5, 3.4, 0
52: CCC(Sc1nc2ccccc2[nH]1)C(=O)Nc1cc(C)on1 (stereo unspecified)
    -5, -15, -4, -3, -21, -28, 3, -2.4, 0
53: CCOC(=O)c1c(C)[nH]c(C)c1C(=O)CSc1nc2ccccc2n1CC
    -5, 30, 2, -2, 13, 24, 12, -1.0, -1
54: COc1ccc(CCNC(=O)CSc2nc(C)nc3c2c(=O)n(C)c(=O)n3C)cc1OC
    12, -4, -1, -5, -3, 14, 3, -1.7, 3
55: CN(CC(=O)Nc1ccc(Cl)c(C(F)(F)F)c1)C(=O)/C=C/c1cccs1
    -10, 21, -7, -4, 20, 15, 10, 4.2, 6
56: Cc1nn2c(=O)nc3sc4c(c3c2[nH]c1=O)CCCC4
    20, -4, 1, -3, 0, -6, 19, ., .
57: COc1ccccc1-c1nn2c(C(F)(F)F)nnc2s1
    0, 20, 3, 0, 29, 45*, -2, 1.0, -1
58: CCc1ccc(S(=O)(=O)Nc2cc3c(cc2C)n(C)c(=O)n3C)cc1
    13, 8, -7, -1, 1, 15, 6, 12, -1
59: COc1cccc(NC(=O)N2CCN(C(=O)C(Cc3ccc(OC)c(OC)c3)NC(C)=O)CC2)c1 (stereo unspecified)
    7, 5, 2, -6, 2, 6, -8, -0.7, 2
60: O=C(NCCc1ccccc1)C1CCN(C2CCN(Cc3ccc(CO)o3)CC2)CC1
    12, -14, -1, -2, 21, -1, -7, 1.4, -2
61: CC(OC(=O)c1ccc(Cl)c(S(N)(=O)=O)c1)C(=O)NCC1CCCCC1 (stereo unspecified)
    3, 4, -5, 0, 7, 19, -10, -2.1, 3
62: CC1(C)CCC[C@]2(C)[C@H]3CC(=O)O[C@]3(C)CC[C@@H]12
    16, 24, 0, 1, 14, 29, 2, 0.8, -2
63: CSc1ccc(CN(C)C(=O)C2CCN(C(=O)Nc3ccccc3)CC2)cc1
    16, 29, -3, -3, -2, 23, 3, 0.9, 1
